Compound activity from PubChem.
SRC1 inh = SRC1 coactivator transcriptional activity inhibitors, primary screen, cell-based, luminescence. HEK293 GAL4-SRC1 luciferase reporter. Nuclear receptor coactivator 1 (Homo sapiens), Q15788. inhibition, % at 3.6 µM. 0.12% of 360,000 active;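 active = inhibition above the campaign mean plus 3 SD, with each screening campaign given its own cutoff, cut at about 60% in these data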;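 also: 0% = DMSO treated cells and 100% = gossypol at 36 µM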
Vif imaging = HIV Vif self-association inhibitors, primary screen, imaging, HEK293T, single point. HEK293T cells, Vif self-association by quenched fluorescence, 24 h. inhibition, % at 7.49 µM. 0.35% of 340,000 active; in the data active = inhibition above about 50%, passing the limit was not always enough; also: some results filed as inactive read as strong as hits
SRC2 inh = inhibition of GAL4-SRC2 driven luciferase reporter, primary screen, SRC2 inhibitor project, cell-based, luminescence; Nuclear receptor coactivator 2 (Homo sapiens), Q15596; HEK293 GAL4-SRC2 luciferase reporter; inhibition, % at 9 µM; 0.17% of 370,000 active; AID 651957, 2012;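 active = inhibition above the mean inhibition of all tested compounds plus 3 SD, set per campaign, cut at about 52% in these data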;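 also: 0% = DMSO treated cells and 100% = cells given Gossypol at 36 µM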
TLR9-MyD88 inh = inhibitors of TLR9-MyD88 association in cells, primary screen, cell-based, CHO, BLA complementation, fluorescence; CCF4 FRET ratio; 0.21% of 340,000 active; inhibition, % at 4.98 µM; AID 504734, 2011;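 active = inhibition above the mean over all tested compounds plus 3 SD, cut at about 21% in these data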;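 also: 0% = DMSO only wells and 100% = clavulanate BLA inhibitor control wells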
LRH-1 inv ag = LRH-1 (NR5A2) inverse agonists, primary screen, cell-based, luminescence, HEK293T, StAR-luciferase reporter; inhibition, % at 3.6 µM; LRH-1 transfected, 24 h; 0.13% of 360,000 active; AID 602396, 2012;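 active = inhibition above the mean inhibition of all tested compounds plus 3 SD, cut at about 73% in these data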;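 also: 0% = DMSO wells and 100% = reporter-only cells lacking LRH-1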
Target sequence (O00482 whole entry, looked up): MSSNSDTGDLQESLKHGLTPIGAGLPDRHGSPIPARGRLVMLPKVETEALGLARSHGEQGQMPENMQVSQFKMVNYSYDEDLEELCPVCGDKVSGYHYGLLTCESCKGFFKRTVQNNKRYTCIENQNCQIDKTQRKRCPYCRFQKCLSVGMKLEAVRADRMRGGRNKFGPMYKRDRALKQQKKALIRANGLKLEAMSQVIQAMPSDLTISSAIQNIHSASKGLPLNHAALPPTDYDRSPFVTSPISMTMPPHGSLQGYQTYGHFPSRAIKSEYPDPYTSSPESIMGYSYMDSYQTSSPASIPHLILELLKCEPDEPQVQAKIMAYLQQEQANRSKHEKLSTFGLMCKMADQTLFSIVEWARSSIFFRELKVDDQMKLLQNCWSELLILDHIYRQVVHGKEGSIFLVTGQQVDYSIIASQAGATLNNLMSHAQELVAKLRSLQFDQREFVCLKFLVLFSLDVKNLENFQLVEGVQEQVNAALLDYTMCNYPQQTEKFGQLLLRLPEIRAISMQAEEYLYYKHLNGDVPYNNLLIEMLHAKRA
SRC3 inh = SRC3 coactivator transcriptional activity inhibitors, primary screen, cell-based, luminescence; 0.17% of 360,000 active; inhibition, % at 3.6 µM; HEK293 GAL4-SRC3 luciferase reporter; Nuclear receptor coactivator 3 (Homo sapiens), Q9Y6Q9;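 active = inhibition above a per-campaign cutoff, the mean of all compounds plus 3 SD, cut at about 60% in these data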;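 also: 0% = DMSO-treated cells and 100% = gossypol-treated cells at 36 µM; higher means less SRC3-driven luciferase light from the GAL4 reporter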
TROY signal inh = inhibitors of TROY-driven NF-kB signaling, primary screen, Q293 LMP1-TROYcd cells, NF-kB luciferase, uHTS | 0.98% of 360,000 active | inhibition, % at 10 µM | Q293 LMP1-TROYcd NF-kB luciferase reporter, 4 h;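 active = compounds whose plate-normalised and pattern-corrected inhibition of the luciferase reporter signal at the single screening dose is 50% or more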
NR2F2 inh = NR2F2 transcriptional activity inhibitors, primary screen, cell-based, luciferase reporter, HEK293T, luminescence; COUP transcription factor 2 (Homo sapiens), P24468; HEK293T NGFI-A luciferase reporter; inhibition, % at 8.6 µM; 0.7% of 370,000 active; AID 686940, 2013;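 active = inhibition above a per-plate cutoff, mean inhibition of test wells between control levels plus 3 SD, cut at about 38% in these data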;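 also: cells cotransfected with COUP-TFII expression vector driving the NGFI-A reporter; 0% = median of COUP-TF2 test wells and 100% = reporter-only cells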
Target sequence (P24468 whole entry, looked up): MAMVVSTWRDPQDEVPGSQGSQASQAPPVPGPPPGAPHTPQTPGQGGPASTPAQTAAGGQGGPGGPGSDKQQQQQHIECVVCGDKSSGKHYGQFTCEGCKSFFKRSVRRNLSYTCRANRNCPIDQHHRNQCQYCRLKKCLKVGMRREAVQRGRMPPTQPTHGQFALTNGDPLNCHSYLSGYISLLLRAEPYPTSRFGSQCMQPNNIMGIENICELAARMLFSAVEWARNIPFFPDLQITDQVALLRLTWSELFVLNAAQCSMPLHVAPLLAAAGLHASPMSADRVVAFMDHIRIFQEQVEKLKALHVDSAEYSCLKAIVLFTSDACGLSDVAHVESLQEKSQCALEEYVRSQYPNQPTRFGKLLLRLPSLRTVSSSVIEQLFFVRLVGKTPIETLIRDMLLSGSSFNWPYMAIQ
C8 TRAIL sens = viability loss with TRAIL in NB7+C8 cells, primary screen, TRAIL sensitizer project, cell-based, ATPlite luminescence; inhibition (viability loss, TRAIL sensitization), % at 10 µM; 1% of 360,000 active; AID 624354, 2012;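 active = compounds causing at least 50% loss of cell viability in the single-dose screen, relative to plate controls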
NOD2-RIPK2 inh = NOD2-RIPK2 binding disruptors in cells, primary screen, fluorescence, CHO cells, BLA complementation. Receptor-interacting serine/threonine-protein kinase 2 (Homo sapiens), O43353. CCF4 ratio. inhibition, % at 4.98 µM. 0.38% of 360,000 active. AID 624267, 2012; in the data active = inhibition above about 21%;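 also: 0% = vehicle only and 100% = reference blocker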
EBV LMP1 NFkB = EBV LMP1-driven NF-kappaB luciferase reporter inhibitors, primary screen, cell-based, luminescence, single point; 0.69% of 350,000 active; inhibition, % at 12.5 µM; LMP1-induced NF-kappaB luciferase reporter cells; in the data active = inhibition above about 41%;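 also: 0% = neutral control wells and 100% = reference inhibitor control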
Active calls of the source: *; . = no result given. This is a subset; count on the stated rates, not on these rows.

SMILES,SRC1 inh,Vif imaging,SRC2 inh,TLR9-MyD88 inh,LRH-1 inv ag,SRC3 inh,TROY signal inh,NR2F2 inh,C8 TRAIL sens,NOD2-RIPK2 inh,EBV LMP1 NFkB
O=C(CNc1cccc(F)c1)N1CCc2ccccc2C1,-52,-7,-44,9,-43,-78,-44,-72,2,-4,-21
CCS(=O)(=O)c1ccc2oc(SCC(=O)N3CCCCC3)nc2c1,3,2,0,1,-10,19,4,4,23,-6,11
CCc1c(C)nc(SCC(=O)NC2CCCC2)[nH]c1=O,13,3,1,-2,8,1,-2,12,4,1,1
CN1CCC(N(C)S(=O)(=O)c2ccc(NC(=O)COc3ccc(F)cc3Cl)cc2)CC1,-14,1,-16,0,4,11,12,-5,-9,0,1
CN(C)c1cccc2c1C(=O)c1ccccc1C2=O,2,-2,16,-3,9,10,-37,-1,-3,-12,11
O=C(Nc1cccc(F)c1)Nc1c[nH]c(=O)[nH]c1=O,5,3,11,-3,-5,2,2,18,-1,4,-5
CC(NC(=O)CNC(=O)[C@@H]1Cc2ccccc2CN1)c1ccccc1 (stereo partly drawn),13,-1,0,1,9,11,-4,-17,-14,-8,-7
OCCOCCn1c(CCNc2nc(-c3ccc(Cl)cc3)cs2)nc2cc(Cl)c(Cl)cc21,-3,3,-3,-5,-31,-18,8,5,14,0,7
CCOc1ccc(CCN2C(=S)N([C@@H](Cc3ccc(O)cc3)CN3CCC[C@@H]3CN3C(=S)NC[C@@H]3Cc3ccccc3)C[C@@H]2Cc2ccccc2)cc1,-5,19,3,.,-7,6,10,5,24,2,.
COc1ccc(C(=O)c2c[nH]c3ccccc23)cc1,-105,-5,-5,2,-168,-76,-51,-49,48*,-1,-47
O=C(Nc1nc(-c2ccc(S(=O)(=O)N3CCCC3)cc2)cs1)c1ccco1,-9,-2,19,2,8,-12,15,10,20,-1,4
O=C(OCC(=O)N1CCN(c2ccccc2)CC1)c1ccc([N+](=O)[O-])s1,-3,-13,6,-12,16,17,-19,-11,1,9,5
O=C(Cc1cccs1)Nc1nc(-c2ccc(F)cc2F)cs1,-2,-6,6,-6,31,12,27,35,-6,7,6
Cc1cccc(N2CCN(S(=O)(=O)c3ccc4c(c3)C(C)(C)C(=O)N4C)CC2C)c1 (stereo not drawn),-1,-3,0,6,-22,13,-4,10,13,-15,0
Cc1ccn(CCNC(=O)C2CCC(=O)N(CCc3ccc(Cl)cc3)C2)n1 (stereo not drawn),-1,14,-14,0,-4,-19,0,8,-6,-11,1
c1ccc(-c2ccc(OCCN3CCOCC3)cc2)cc1,-58,-3,-67,-8,-80,-43,-46,-34,-9,-2,-30
CN1C(=O)NC(c2ccc(O)cc2)C(C(=O)c2cccs2)C1(O)C(F)(F)F (stereo not drawn),3,5,-53,7,12,-6,-45,-21,-5,-10,-5
COc1ccc(C(=O)NNC(=S)NC(=O)c2cccc([N+](=O)[O-])c2)cc1,-4,0,-20,1,6,8,0,-2,14,-18,9
CCc1cc(=O)oc2cc(OCC(=O)N3CCC(C(=O)O)CC3)ccc12,6,-10,-2,11,-10,1,0,-1,-7,-9,2
CC(C)CN(C(=O)CN1C(=O)NC(c2ccccc2)(c2ccccc2)C1=O)C1CCS(=O)(=O)C1 (stereo not drawn),-1,12,-14,-1,-14,0,3,13,-8,-3,-7
COC(CNC(=O)c1ccc(-n2c(=S)[nH]c3ccccc3c2=O)cc1)OC,-9,5,3,-3,7,13,-12,5,-2,-6,-8
O=C(O)CSc1nnc(Nc2ccccc2)n1-c1ccccc1,-9,0,-2,-5,4,20,-9,-1,-6,-5,7
O=C(CCNS(=O)(=O)c1cccc2nsnc12)N1CC(=O)N(CCc2ccccc2)C(=O)C1,1,3,0,-11,3,-2,7,1,-7,7,3
N#Cc1ccc(NC(=O)COC(=O)CCc2ccc(S(=O)(=O)N3CCCCC3)cc2)cc1,-4,0,25,-3,22,-15,21,-3,3,-9,-6
COc1ccc(NC(=O)CN2C(=O)NC(C)(c3ccc4c(c3)OCO4)C2=O)cc1S(N)(=O)=O (stereo not drawn),14,1,-39,9,13,6,7,-2,-3,8,1
COc1ccc(Cl)cc1NC(=O)CCS(=O)(=O)c1ccc(C)cc1,1,.,-1,-10,8,12,-13,12,10,6,-4
COc1cc(C(=O)OCC(=O)NC2CC2)ccc1OCCC(C)C,-4,-3,-2,-7,9,-8,-25,-20,4,-12,2
N#CCCN(C(=O)COC(=O)c1ccc(S(=O)(=O)N2CCCCCC2)cc1)c1ccccc1,-13,1,5,-5,15,3,14,7,4,-10,1
COc1cc(OC)cc(C(=O)N2CCCc3ccccc32)c1,-27,-3,-4,1,-11,10,41,-6,5,0,10
CNc1ncnc2c1ncn2[C@H]1CN(Cc2cccc3ccccc23)C[C@@H](CO)O1,-6,-11,-1,.,0,-14,-6,4,-8,0,.
COc1cc2c(cc1OC)CN(CC(=O)Nc1ccc3c(c1)OCO3)CC2,-19,9,-5,-8,18,-2,-20,10,0,1,4
Cc1ccc(C(=O)COC(=O)CN2C(=O)C3C4CCC(C4)C3C2=O)cc1[N+](=O)[O-] (stereo not drawn),11,2,25,-4,-3,-6,6,2,-7,7,-8
N#C/C(=C1/CCCCCN1)c1nnc2n1CCCCC2,-15,-1,-7,-3,5,12,3,0,-7,-4,-1
CC(=O)Nc1cccc(C(=O)OCc2ccccc2)c1,-11,1,-43,-5,-9,-4,-30,-17,-3,2,-13
CC(C)c1ccc([C@@H]2O[C@H](CCc3ccccc3)CC3=C2C(=O)OC(C)(C)O3)cc1,.,.,16,.,33,.,-6,0,4,-15,.
COc1ccc(NC(=O)Nc2cccc3c2O[C@H](CN(C)S(=O)(=O)c2c(C)noc2C)[C@@H](C)CN([C@H](C)CO)C3=O)cc1,-12,1,2,6,-9,-36,-4,-3,-11,5,-6
CCCC(c1nnnn1CS(=O)(=O)c1ccc(C)cc1)N1CCN(C2CCCC2)CC1 (stereo not drawn),15,14,-10,8,-21,-2,-2,0,-3,-5,-11
CC(C)Oc1ccc(Cl)cc1Nc1nc(NCCO)nc(N2CCCC2)n1,12,-1,-3,-8,15,12,1,3,-4,-4,-5
O=c1ccc(=O)n(-c2ccccc2)[nH]1,2,-14,-13,2,4,18,-10,17,8,-7,-1
Cn1c(-c2ccccc2)c(/C=N/NC(=O)c2cccnc2)c2ccccc21,-10,6,-20,1,4,-9,-24,-13,12,-5,-18
COc1ccc(CC(=O)N2CCC(c3ccccc3)C2)cc1 (stereo not drawn),-25,-5,-13,5,-39,-31,-18,-3,0,-4,-10
COc1ccc(CNC(=O)CN2CCC(n3nnc4cc(F)ccc43)CC2)cc1,4,-2,-21,5,5,8,-1,-3,-4,-5,10
COC(=O)CN(C(=S)Nc1ccc(Cl)cc1)C1CC(=O)N(c2ccc(OC)cc2)C1=O (stereo not drawn),-10,6,12,-6,18,6,-18,9,-6,3,-4
CN(C)C(=O)N1CCC(C(=O)NCc2cccs2)CC1,0,3,-5,5,15,9,-11,-4,-10,4,-1
Cc1ccc(NC(=O)CN2C(=O)NC(C)(CC(C)C)C2=O)cc1F (stereo not drawn),-1,-2,-11,6,-5,4,1,-2,2,-9,5
CN(C(=O)COC(=O)c1ccc2c(c1)OCCO2)c1ccccc1,-7,3,-1,1,17,1,-20,21,-3,-3,-2
Cc1ccc(-c2cc3nc(C)cc(C)n3n2)cc1,-163,-1,-58,-5,-114,-99,-13,-20,28,5,-58
CC(=NNC(=S)N1CCCCC1)c1ccccn1,48,-8,-29,1,54,25,-18,-8,23,-1,57*
COc1ccc(/C=C(/C(=O)NCc2ccccc2)c2ccccc2)cc1,8,-12,-20,3,8,6,6,-14,5,-16,-3
Cc1ccc(S(=O)(=O)Nc2c(C)cc([N+](=O)[O-])cc2C)cc1,-12,5,16,-10,1,-1,-2,-4,1,6,-1
CSc1ncc(Cl)c(C(=O)Nc2cccc(C)c2)n1,-6,4,1,5,-9,-1,-7,0,3,-3,-3
Cc1cccc(/N=C/C2=C(O)CC(C)(C)CC2=O)n1,-28,7,-8,-8,11,14,-15,9,7,-7,4
C[C@H](CO)N1C[C@H](C)[C@@H](CN(C)Cc2ccccc2)Oc2c(NC(=O)C3CC3)cccc2C1=O,4,-5,3,2,-1,3,-11,-3,-3,-7,-4
O=C(OC1CC2CC1[C@H]1CCCCN1C2=O)N1CCCCC1 (stereo partly drawn),.,.,9,.,8,.,4,-6,-6,-7,.
NC(=O)c1ccsc1NC(=O)C1CCCN1S(=O)(=O)c1ccc(Cl)cc1 (stereo not drawn),14,-6,-22,3,1,9,-1,-7,-5,-6,0
Cc1ccccc1CC1(CO)CCCN(Cc2ccn[nH]2)C1 (stereo not drawn),-7,4,-16,-13,7,9,-14,-7,3,-1,4

(listing goes on)
SMILES,SRC1 inh,Vif imaging,SRC2 inh,TLR9-MyD88 inh,LRH-1 inv ag,SRC3 inh,TROY signal inh,NR2F2 inh,C8 TRAIL sens,NOD2-RIPK2 inh,EBV LMP1 NFkB
CCOC(=O)c1c(NC2=NS(=O)(=O)c3ccccc32)sc2c1CCC(C)C2 (stereo not drawn),-16,1,8,2,7,9,36,11,-5,5,-4
COc1ccc(NC(=O)c2ccc(NC(=O)CN3CCN(c4ccccc4)CC3)cc2)cc1,-5,0,9,-5,-1,-11,-6,0,9,0,5
CCOC(=O)C(C(=O)NCCCN1CCOCC1)C1CCCCC1 (stereo not drawn),7,12,-31,-8,-9,2,8,-11,-11,6,0
Cc1cc(C)c(S(=O)(=O)c2cccc(Cl)c2)c(Cl)n1,-8,-3,17,-8,0,14,0,4,4,9,-12
Cc1cccc(C(=O)NCCCNC(=O)c2ccc(C)nc2)c1,0,4,-4,-2,10,2,-3,4,-8,2,-2
O=C(c1cccs1)N1CCN(Cc2nc(-c3ccccc3)no2)CC1,-7,1,-55,1,-12,-17,-18,-2,-4,2,-3
COc1ccc(S(=O)(=O)Cc2ccc(C(=O)N3CC(C)CC(C)C3)o2)cc1 (stereo not drawn),1,13,6,-16,-16,-9,9,4,-4,-1,-3
CCNC(=S)N/N=C/c1ccc(OCCOc2ccccc2C)cc1,10,-10,6,0,-7,1,-5,17,-8,-1,-8
CCCS(=O)(=O)NCCc1cc2c(OC)ccc(OC)c2[nH]c1=O,-7,5,-32,-8,-6,-15,7,16,-4,-16,-1
O=C1[C@H]2[C@@H](c3ccccc3)N[C@]3(CCCN(Cc4ccco4)C3=O)[C@H]2C(=O)N1Cc1ccccc1,-6,.,7,-1,3,-4,10,1,-12,-7,-1
